# Vc quorum ag: inducers of Vibrio cholerae quorum light production without autoinducers. V. cholerae BH1578 lux reporter, luminescence, 6 h. activation, % at 18.7 µM. 0.16% of 350,000 active. AID 588436; in the data active = activation mostly above about 9.7%, no sharp cut-off; inconclusive = no clear call, values can overlap the other calls; inactive = mostly below about 3.7%; also: not every result past the cut was called active; inactives centre near 0; reference of the scale not given here
# SARS 3CLpro inh: SARS-CoV 3CLpro protease inhibition; P0C6X7; recombinant SARS-CoV 3CLpro, quenched FRET peptide cleavage; inhibition, % at 6 µM; 0.14% of 290,000 active; in the data active = inhibition above about 12%
# DUSP3 inh: inhibitors of human VHR1 phosphatase (DUSP3) | recombinant VHR phosphatase, pNPP absorbance | inhibition, % at 13.3 µM | AID 1654 | 0.52% of 290,000 active; in the data active = inhibition above about 50%; also: some compounds called inactive have numbers as strong as hits
# PfHsp40 rescue: restores yeast growth despite PfHsp40 toxicity; S. cerevisiae expressing PfHsp40, growth rescue, ATP luminescence; growth rescue, % at 12.5 µM; 0.68% of 340,000 active; AID 504582; in the data active = growth rescue above about 28%, passing the limit was not always enough; inconclusive = no clear call, values can overlap the other calls;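 also: yeast W303a lacking pdr1 and pdr3 grown in galactose medium; growth measured after three days at 30 °C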
# TcdB inh: inhibitors of Clostridioides difficile toxin B glycohydrolase; TcdB glycohydrolase enzymatic assay, plate reader; inhibition, % at 9.99 µM; 0.24% of 350,000 active; in the data active = inhibition above about 10%
# Target sequence (P18177 whole entry, looked up): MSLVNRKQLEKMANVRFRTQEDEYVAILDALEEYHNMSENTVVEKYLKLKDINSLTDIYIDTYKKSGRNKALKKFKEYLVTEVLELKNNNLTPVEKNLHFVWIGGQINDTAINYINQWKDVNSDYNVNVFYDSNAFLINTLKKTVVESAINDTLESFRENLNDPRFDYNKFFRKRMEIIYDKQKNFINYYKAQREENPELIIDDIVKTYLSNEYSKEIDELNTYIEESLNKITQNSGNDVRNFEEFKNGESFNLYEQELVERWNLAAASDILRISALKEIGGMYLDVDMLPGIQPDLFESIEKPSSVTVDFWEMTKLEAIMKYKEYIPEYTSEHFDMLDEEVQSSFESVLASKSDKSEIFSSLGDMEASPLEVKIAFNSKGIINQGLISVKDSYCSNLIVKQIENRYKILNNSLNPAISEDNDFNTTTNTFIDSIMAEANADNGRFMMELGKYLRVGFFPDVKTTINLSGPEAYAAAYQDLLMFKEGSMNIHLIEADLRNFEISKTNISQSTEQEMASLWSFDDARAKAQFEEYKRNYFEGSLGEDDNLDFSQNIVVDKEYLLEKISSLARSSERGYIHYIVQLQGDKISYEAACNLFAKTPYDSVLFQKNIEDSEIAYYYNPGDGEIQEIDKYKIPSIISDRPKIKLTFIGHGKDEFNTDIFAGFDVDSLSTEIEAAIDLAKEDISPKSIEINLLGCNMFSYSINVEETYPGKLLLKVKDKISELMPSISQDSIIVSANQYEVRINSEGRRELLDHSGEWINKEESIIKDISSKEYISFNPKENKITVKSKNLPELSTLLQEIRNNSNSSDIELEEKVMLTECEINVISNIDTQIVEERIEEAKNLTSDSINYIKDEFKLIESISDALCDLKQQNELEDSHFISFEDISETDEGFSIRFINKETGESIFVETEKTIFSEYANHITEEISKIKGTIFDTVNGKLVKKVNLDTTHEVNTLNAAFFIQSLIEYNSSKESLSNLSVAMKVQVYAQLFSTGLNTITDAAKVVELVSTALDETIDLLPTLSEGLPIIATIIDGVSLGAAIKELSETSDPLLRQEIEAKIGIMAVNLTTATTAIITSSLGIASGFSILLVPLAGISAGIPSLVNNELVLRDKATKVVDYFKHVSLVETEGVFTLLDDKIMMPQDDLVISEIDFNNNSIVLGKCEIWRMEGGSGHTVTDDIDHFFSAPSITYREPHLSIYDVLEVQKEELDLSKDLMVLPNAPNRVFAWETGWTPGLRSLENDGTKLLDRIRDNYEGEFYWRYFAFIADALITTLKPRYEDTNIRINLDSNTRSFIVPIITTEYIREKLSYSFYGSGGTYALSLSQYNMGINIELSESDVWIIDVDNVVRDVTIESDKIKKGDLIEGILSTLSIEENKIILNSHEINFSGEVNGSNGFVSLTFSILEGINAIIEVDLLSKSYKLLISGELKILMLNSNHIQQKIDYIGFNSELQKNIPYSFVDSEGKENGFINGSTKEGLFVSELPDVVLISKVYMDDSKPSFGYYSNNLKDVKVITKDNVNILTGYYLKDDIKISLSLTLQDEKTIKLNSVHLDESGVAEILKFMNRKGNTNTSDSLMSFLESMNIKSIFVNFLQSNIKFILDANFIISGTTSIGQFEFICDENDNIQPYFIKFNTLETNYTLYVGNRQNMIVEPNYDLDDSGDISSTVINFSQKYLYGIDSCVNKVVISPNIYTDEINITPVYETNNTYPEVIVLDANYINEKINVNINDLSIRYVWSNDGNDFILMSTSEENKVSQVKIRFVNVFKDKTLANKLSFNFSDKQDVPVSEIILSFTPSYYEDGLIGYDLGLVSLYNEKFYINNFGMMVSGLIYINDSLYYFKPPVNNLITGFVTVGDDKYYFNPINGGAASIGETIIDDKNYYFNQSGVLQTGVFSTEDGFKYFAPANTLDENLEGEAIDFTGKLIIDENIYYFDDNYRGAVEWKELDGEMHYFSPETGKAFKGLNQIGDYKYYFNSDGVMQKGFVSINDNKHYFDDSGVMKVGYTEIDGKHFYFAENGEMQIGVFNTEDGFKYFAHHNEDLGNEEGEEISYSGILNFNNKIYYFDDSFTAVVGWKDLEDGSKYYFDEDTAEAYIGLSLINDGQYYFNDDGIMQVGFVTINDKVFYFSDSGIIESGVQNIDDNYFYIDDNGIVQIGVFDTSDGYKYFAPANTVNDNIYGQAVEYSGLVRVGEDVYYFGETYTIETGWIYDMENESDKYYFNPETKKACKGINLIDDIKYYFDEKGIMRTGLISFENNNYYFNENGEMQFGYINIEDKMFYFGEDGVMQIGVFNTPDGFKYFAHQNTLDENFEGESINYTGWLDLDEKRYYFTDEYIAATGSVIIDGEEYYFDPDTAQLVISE
# PriA SSB inh: K. pneumoniae PriA-SSBct interaction inhibition | AlphaScreen SSBct-PriA binding, biotinylated peptide | inhibition, % at 33 µM | 0.6% of 430,000 active; in the data active = inhibition mostly above about 37%, no sharp cut-off; inactive = mostly below about 20%;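 also: plate controls were negative control peptide for no effect and reference peptide for full effect; strong numbers were not always called active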
# Anthrax LF inh2: blocks Bacillus anthracis lethal factor protease; AID 588501; P15917; inhibition, % at 10 µM; 0.12% of 360,000 active; multiplex microsphere protease cleavage assay, LF; also: plate controls were buffer without enzyme for full effect and enzyme alone for no effect
# BoNT-A LC inh2: BoNT A light chain protease inhibition. 0.17% of 360,000 active. AID 588499. multiplex microsphere protease substrate cleavage, flow cytometry. inhibition, % at 10 µM; also: plate controls were buffer without enzyme for full effect and enzyme alone for no effect
# Y pestis TopoI: inhibitors of Yersinia pestis topoisomerase I; Y. pestis Topo-I cleavage product accumulation, plate reader; activity, % at 10 µM; 0.064% of 360,000 active; AID 504884; in the data active = activity above about 50%, passing the limit was not always enough; inconclusive = no clear call, values can overlap the other calls; also: inactives centre near 2
# CCHFV vOTU inh: CCHFV vOTU protease inhibition; 0.55% of 370,000 active; inhibition, % at 11.5 µM; Pep-AMC fluorescence; in the data active = inhibition above about 30%; also: 0% = vehicle wells with enzyme and 100% = no enzyme wells
# Numbers without * were called inactive; i = inactive; ? = inconclusive; nt = no result given; & = joins results of further samples. Rule as the data show it, unless noted: active = inhibition above about 30%; inconclusive = no clear call, values can overlap the other calls; inactive = below that. These rows are one share of the data; count on the stated rates, not on these rows.
canonical_smiles,Vc quorum ag,SARS 3CLpro inh,DUSP3 inh,PfHsp40 rescue,TcdB inh,PriA SSB inh,Anthrax LF inh2,BoNT-A LC inh2,Y pestis TopoI,CCHFV vOTU inh
CCOc1cnc(-c2ccc(OC)cc2)o1,i,-8,14,-0.8,nt,-3,-2,-0.5,-3,0
COc1ccc2[nH]cc(/C=C/C(=O)c3ccccc3)c2c1,-0.3,2,20,-0.9,-0.7,1,0,1.8,-9,-4
COc1cc(C)c(Cl)cc1S(=O)(=O)n1ccnc1,i,3,15,-0.8,1.1,0,-6,0.6,4,4
C=CCOc1ccc(C2/C(=C(/O)c3ccc4c(c3)CC(C)O4)C(=O)C(=O)N2CCCN2CCOCC2)cc1 (stereo not drawn),-0.5,4,10,1.3,1.0,nt,nt,nt,24,-2
COC(=O)Cn1c(=NC(=O)CSCC(=O)Nc2cc(C)on2)sc2cc(C(=O)OC)ccc21,-0.2,0,21,1.3,-0.1,-7,-9,-0.1,1,5
COc1ccc(CC(N)c2csc(Nc3ncccn3)n2)cc1 (stereo not drawn),-0.7,nt,nt,nt,2.0,nt,0,0.1,1,4
C#Cc1ccc([C@@H]2C=C(C(=O)NC3CC3)O[C@H](OCc3ccc(CO)cc3)C2)cc1,0.6,nt,nt,?,nt,-6,-7,-0.3,11,-1
COc1ccc(C(=O)Nc2ccccc2C(=O)Nc2cccc(C)n2)cc1,0.8,2,14,0.3,-0.3,-9,-1,-3.7,-6,-7
CCN(C1CCCCC1)S(=O)(=O)c1ccc(S(=O)(=O)N(CC(=O)Nc2ccccc2)C2CC2)cc1,i,3,27,0.4,nt,7,-2,1.1,-8,-9
CC(C)c1cc(Br)ccc1OCCCN1C(=O)NC(C)(C)C1=O,nt,2,-8,0.5,nt,-20,?,2.4,16,0
N#Cc1ccc(-c2cccnc2)nc1SCc1ccc(Cl)c(Cl)c1,-0.3,-3,-2,-0.7,0.8,4,0,0.4,-1,8
COCc1nnc(NS(=O)(=O)c2ccc([N+](=O)[O-])cc2)s1,-0.3,3,-2,-0.7,nt,-7&-12,?,?,-3,2
Cc1ccc(OCC(=O)Nc2c(C)ccc3nsnc23)cc1,0.7,-1,23,0.4,-1.1,-16,1,0.2,-8,1
Cc1ccc(Cn2c3ccccc3c3cn[nH]c(=O)c32)cc1,-0.1,-2,-2,-0.9,1.5,-23,-6,0.2,25,7
CCOc1ccc2[nH]c3c(c2c1)CNCC3,-0.3,-12,47,-0.2,0.3,33,-3,-5.7,-7,8
CC(=O)Nc1ccc(NS(=O)(=O)c2ccc(-c3cnc(C4CC4)o3)cc2)cc1,-0.1,-2,6,1.1,2.0,-3,-2,0.8,-2,8
Cc1ccccc1C1CC(c2cccs2)Nc2nnnn21 (stereo not drawn),-0.3,4,9,-1.0,1.7,2,2,0.3,-2,17
Cc1ccc(Nc2cnn(C34CC5CC(CC(CC(=O)O)(C5)C3)C4)c(=O)c2Cl)c(Cl)c1,-0.2,2,13,0.6,-0.2,-3,-1,-0.7,8,2
CCc1ccc(OCC(=O)NNC(=O)c2nn(CC)c(=O)c3ccccc23)cc1,-1.4,2,6,-1.0,0.7,0,2,-0.4,5,-8
O=C(N[C@@H](Cc1ccc(O)cc1)C(=O)O)c1ccc(C(F)(F)F)cc1,-1.2,-4,10,-1.1,1.2,-11,1,0.4,4,-7
CC(C)(C)c1csc(NC(=O)c2ccc(Cl)s2)n1,-0.4,-2,14,-0.7,nt,-26&-35,-3,0.0,-6,18
COc1cc(C(=O)N2CCN(C(=O)C3COc4ccccc4O3)CC2)cc(OC)c1OC (stereo not drawn),1.0,2,32,1.6,0.0,-17,5,-2.6,3,6
Cc1cccc(N=C2NC(=O)/C(=C/c3cccs3)S2)c1,i,4,11,0.7,2.2,14,-3,-0.8,0,18
COC(=O)c1c(NC(=O)C(=O)NCCCN2CCOCC2)sc2c1CCC2,i,-6,3,-1.4,-0.1,1,-1,-1.4,17,18
COc1ccc(S(=O)(=O)N(C)C)cc1NCC(=O)Nc1ccc(Br)c(C)c1,-0.3,-1,36,-2.8,0.2,6,0,-0.9,4,-4
CCOc1ccc(-n2cnnn2)cc1S(=O)(=O)N1CCC(C)CC1C (stereo not drawn),i,4,22,0.9,1.7,-13,-4,-0.6,9,-12
COc1nc(=O)n(C2C=CC(=O)O2)cc1F (stereo not drawn),0.7,nt,nt,nt,-11,nt,-2,-0.1,3,1
CC1CN(C2CCN(S(=O)(=O)Cc3ccccc3)CC2)CC(C)O1 (stereo not drawn),-18,0,-6,-0.6,nt,-11,-2,0.2,6,3
CCn1c(=O)c2cc(C(=O)Nc3ccc(OC)cc3OC)sc2c2ccccc21,-3.7,7,14,-0.4,0.8,-1,0,-0.4,4,-6
Cc1cc(Cl)ccc1OC(C)C(=O)Nc1ccccc1N1CCOCC1 (stereo not drawn),5.0,-3,-4,0.5,nt,-1,-1,0.6,63*,-3
CCOC(=O)C1=CCN(S(=O)(=O)c2ccccc2F)C1c1ccc(Cl)cc1 (stereo not drawn),nt,nt,nt,nt,0.8,nt,-2,-0.2,nt,3
O=C(O)c1ccccc1-c1ccccc1C(=O)Nc1nccs1,0.1,1,16,1.3,-0.2,-3,-4,-0.5,8,5
NC(=O)C1CC(=O)N(c2ccc(OCc3ccc(Cl)c(Cl)c3)cc2)C1 (stereo not drawn),1.2,nt,nt,nt,0.8,nt,0,-0.3,29,6
O=C(Nc1cccc(NC(=O)c2cccc(Cl)c2)c1)c1cccnc1,-0.2,-4,-3,0.8,1.3,4,-2,-0.4,4,-19
O=C(COc1cccnc1[N+](=O)[O-])Nc1cc(S(=O)(=O)N2CCCCC2)ccc1Cl,-0.5,3,7,-0.7,1.2,-1,-4,1.5,-2,-13
CCC(C)(C)n1nnnc1C(c1ccccc1OC)N1CCN(C(=O)c2ccco2)CC1 (stereo not drawn),-0.6,1,2,-1.3,1.3,-4,-1,1.0,15,0
O=C(NCC(=O)N(c1cccnc1)C(C(=O)NC1CCCC1)c1cccs1)c1ccco1 (stereo not drawn),1.2,2,18,-0.1,0.5,7,1,0.7,3,-1
CC(=O)n1c(-c2ccccc2)c(-c2ccccc2)n(C)c1=O,-0.5,nt,nt,-2.0,-1.9,4,-8,-0.2,1,-9
COc1ccc(NC(=O)CCNS(=O)(=O)c2cc(Br)cnc2N)cc1OC,-0.2,-5,-2,-1.0,-0.2,10,0,-0.2,-11,9
Cc1c(NC(=O)[C@@H](NC(=O)c2ccc(Cl)c([N+](=O)[O-])c2)C(C)C)c(=O)n(-c2ccccc2)n1C,nt,nt,nt,-2.0,0.7,0,-4,-0.1,-4,0
COc1ccc(NC(=O)CSc2ccc(-c3cccnc3)nn2)c(OC)c1,i,1,32,-1.1,1.3,-6,nt,nt,9,9
CCOC(=O)C(=CNc1ccc(Oc2cncc(Cl)c2)nc1)C(=O)OCC,-2.0,5,27,-1.3,0.6,-2,-1,-0.1,3,8
Cc1nnsc1C(=O)N/N=C/c1c(F)cccc1Cl,-0.2,1,33,-0.5,0.3,nt,-6,-0.1,10,1
Cc1ccc(C(=O)NCCCc2ccccc2)s1,-0.7,-1,14,0.3,nt,-18,-1,-1.8,-4,-8
Cn1c(CCCNC(=O)c2cccs2)nc2ccccc21,i,0,6,-1.4,nt,-13,5,1.4,-4,-8

# Grouped by structure: those above with an NH in an aromatic ring.
canonical_smiles,Vc quorum ag,SARS 3CLpro inh,DUSP3 inh,PfHsp40 rescue,TcdB inh,PriA SSB inh,Anthrax LF inh2,BoNT-A LC inh2,Y pestis TopoI,CCHFV vOTU inh
COc1ccc2[nH]cc(/C=C/C(=O)c3ccccc3)c2c1,-0.3,2,20,-0.9,-0.7,1,0,1.8,-9,-4
Cc1ccc(Cn2c3ccccc3c3cn[nH]c(=O)c32)cc1,-0.1,-2,-2,-0.9,1.5,-23,-6,0.2,25,7
CCOc1ccc2[nH]c3c(c2c1)CNCC3,-0.3,-12,47,-0.2,0.3,33,-3,-5.7,-7,8

# Following part:
canonical_smiles,Vc quorum ag,SARS 3CLpro inh,DUSP3 inh,PfHsp40 rescue,TcdB inh,PriA SSB inh,Anthrax LF inh2,BoNT-A LC inh2,Y pestis TopoI,CCHFV vOTU inh
CCN(C(=O)c1ccc2c(OC)n(CC)nc2c1)c1ccc(OC)cc1,i,0,34,-1.3,-2.4,2,2,-0.6,-10,-32
O=C1CN(c2ccccc2)C(=S)N1C(=O)c1ccc(Br)cc1,0.7,7,14,0.7,0.7,0,-9,-1.0,-5,-8
C=C(C)CSc1nnc([C@@H]2CCCN2C(=O)OC(C)(C)C)o1,-5.9,-2,26,-1.1,nt,-7,2,0.3,14,-15
CC(C)(C)NC(=O)c1cnn2c1NC(c1ccc(F)cc1)CC2C(F)(F)F (stereo not drawn),1.0,-6,21,-1.2,nt,-21,4,-0.4,-6,4
CC1CC=C(O)C12OCC(C)(C)CO2 (stereo not drawn),-0.7,nt,nt,-2.4,0.6,-7,0,-0.3,3,5
COc1ccc(C)cc1NC(=O)C1CCN(C(=O)c2ccco2)CC1,0.7,1,-30,0.2,1.1,-2,8,1.7,5,-10
CCOc1nc(NCCO)nc(Nc2cc(Cl)ccc2OC)n1,i,3,14,-1.0,-0.2,-2,-4,0.1,0,2
O=Cc1cnc(N2CCCCC2)s1,-0.2,8,13,0.7,1.5,3,1,-0.7,3,4
O=C1/C(=C/c2ccncc2)SC(=S)N1N1CCOCC1,-0.6,3,15,-0.7,0.1,-5,23,-0.7,-8,-4
O=C(CC(=O)Nc1cccnc1)Nc1cccnc1,-0.6,0,-24,0.9,1.2,-2,-7,-0.7,8,2
O=C(c1ccc(NS(=O)(=O)c2ccc3[nH]c(=O)[nH]c3c2)cc1)N1CCCCC1,-0.9,nt,nt,0.9,0.7,-4,nt,nt,0,-2
O=C(Nc1ccc(S(=O)(=O)Nc2cnc3ccccc3n2)cc1)c1ccc(Br)o1,-0.3,2,-16,0.3,nt,-4,7,-0.8,8,2
N#Cc1c(Nc2ccccc2)s[nH]c1=O,-0.4,4,6,4.6,0.0,1,-1,-0.4,5,8
CC(C)CNC(=O)COC(=O)CCC(=O)c1ccc(F)cc1,-0.4,1,-10,-0.1,nt,2,-6,-1.2,3,-1
COc1cc(C2NC(=S)NC3=C2CCc2ccccc23)cc(OC)c1OC (stereo not drawn),-1.4,-4,-5,-0.6,-0.8,15,-2,-0.1,7,4
O=C(CSc1nnc(CNC(=O)c2c(F)cccc2F)o1)NCCc1ccccc1,4.5,-2,-2,-0.4,2.1,-5,-6,-0.1,12,5
Fc1ccc(Oc2cnc3ccccc3n2)cc1,i,2,-3,0.1,-0.4,-40,2,0.2,0,-7
CC1=C(C(=O)N2CCCCCC2)CC(CC(=O)NCCc2ccccn2)C(=O)N1Cc1ccc(F)cc1 (stereo not drawn),nt,nt,nt,nt,0.7,nt,-10,-0.1,nt,-2
Cc1cc(OCC(=O)NCCc2cccc(F)c2)c2c(C)cc(=O)oc2c1,-3.1,-1,-14,0.3,0.7,-9,1,0.7,1,-1
Nc1c(C(=O)c2cccs2)oc2ccccc12,0.3,-4,17,8.0,0.7,-10,9,2.6,1,4
Cc1cc(C)c(C)c(S(=O)(=O)N(C)C2CCN(C)CC2)c1C,i,2,10,-1.5,1.0,-3,6,-7.4,9,9
Cc1ccccc1CN1[C@@H](C(C)C)COCCS1(=O)=O,0.7,nt,nt,-0.8,1.0,-17,1,-0.7,0,14
CCNC(=S)N1CCN(S(=O)(=O)c2ccc(C)cc2)CC1,i,-1,22,-1.0,-0.9,-3,-5,-0.4,-1,-9

# Screening data from PubChem BioAssay.
